High-throughput results: PubChem, The Scripps Research Institute Molecular Screening Center
CHO parental Ca: counter-screen: ATP calcium response change in parental CHO cells | parental CHO-K1, ATP-induced calcium, Fluo-8 fluorescence | inhibition, % at 5.6 µM | 330,000 tested, 0.63% active;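 active = inhibition above that plate's mean sample inhibition plus 3 SD, cut at about 26% in these data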;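 also: 0% = ATP-challenged DMSO wells and 100% = DMSO wells without ATP; some compounds past the cut are filed as inactive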
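Measured by: calcium-sensitive Fluo-8 fluorescence / Test system: CHO parental line / Controls: ATP-challenged DMSO wells low, unchallenged DMSO wells high / Measure: % inhibition / Compound: single nominal dose of 5.6 µM per compound / Replicates: single well per compound, no replicates / Reagent: ATP as calcium-mobilizing challenge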
TAAR1 antagonist: antagonists of human TAAR1; Q96RJ0; 360,000 tested, 1.5% active; CHO RD-HGA16 TAAR1, Fluo-8 calcium fluorescence, antagonist; inhibition, % at 3 µM;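 active = inhibition above a per-plate cutoff, the mean inhibition of test compounds on that plate plus 3 SD, cut at about 49% in these data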;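 also: 0% = DMSO plus EC80 beta-PEA response and 100% = DMSO alone without agonist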
Target sequence (Q96RJ0 whole entry, looked up): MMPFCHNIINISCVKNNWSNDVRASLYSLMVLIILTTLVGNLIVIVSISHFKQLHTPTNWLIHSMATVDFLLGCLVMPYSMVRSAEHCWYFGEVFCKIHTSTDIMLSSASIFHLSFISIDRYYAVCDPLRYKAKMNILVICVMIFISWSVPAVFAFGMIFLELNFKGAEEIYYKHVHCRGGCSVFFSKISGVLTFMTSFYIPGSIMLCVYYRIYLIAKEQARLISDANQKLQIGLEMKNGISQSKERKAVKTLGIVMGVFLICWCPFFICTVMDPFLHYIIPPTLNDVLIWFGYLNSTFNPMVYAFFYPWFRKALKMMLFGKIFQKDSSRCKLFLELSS
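Assay system: RD-HGA16 CHO cells with stable hTAAR1 and Gα16 / Reagent: EC80 β-phenethylamine stimulus / Doses: 3 µM, single point / Timing: dye loading 75 min at 37 °C, then 30 min room temperature / Measured by: Fluo-8 intracellular calcium dye fluorescence, real-time kinetic reads / Controls: vehicle wells and EC80 agonist wells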
TAAR1 ag: agonists of human TAAR1 | AID 624467 | 360,000 tested, 0.99% active | CHO RD-HGA16 TAAR1, Fluo-8 calcium fluorescence; vehicle wells 0%, saturating PEA agonist 100% | activation, % at 3 µM | Q96RJ0;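 active = activation above the mean activation of all test compounds in the run plus 3 SD, cut at about 38% in these data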
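Benchmarks: low control DMSO, high control PEA (EC100); System: CHO RD-HGA16 cells carrying human TAAR1 plus Gα16; Detection: Fluo-8 fluorescence, 5 s baseline then 140 s kinetic read; Schedule: 17-24 h plating, Fluo-8 75 min 37 °C, 30 min RT; Read-out basis: % activation from peak over basal fluorescence ratio, DMSO-to-PEA scaled.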
An asterisk follows results filed as active; x = no result given. Only part of the results is shown (hit frequency here may not be typical).

Start of the listing, in advance, three compounds:
The line under a structure holds: CHO parental Ca, TAAR1 antagonist, TAAR1 ag
[1] Nc1[nH]c(C(=O)c2ccccc2)c(-c2ccc(F)cc2)c1C(=O)c1c[nH]c2ccccc12
    x, -32.4, 6.6
[2] OC(c1ccccc1)C1(c2ccccc2)CCN(Cc2ccccc2)CC1 (configuration not stated)
    x, -3.0, 6.5
[3] COc1ccc(N2C(=O)c3n[nH]c(C(C)C)c3C2c2ccc(F)cc2)cc1 (configuration not stated)
    x, -18.6, -0.3

The whole of this part, previewed entries included:
The line under a structure holds: CHO parental Ca, TAAR1 antagonist, TAAR1 ag
[1] Nc1[nH]c(C(=O)c2ccccc2)c(-c2ccc(F)cc2)c1C(=O)c1c[nH]c2ccccc12
    x, -32.4, 6.6
[2] OC(c1ccccc1)C1(c2ccccc2)CCN(Cc2ccccc2)CC1 (configuration not stated)
    x, -3.0, 6.5
[3] COc1ccc(N2C(=O)c3n[nH]c(C(C)C)c3C2c2ccc(F)cc2)cc1 (configuration not stated)
    x, -18.6, -0.3
[4] COC(=O)[C@@]12C[C@@H](CC(=O)NCc3ccc(C)o3)C(=O)N(CCc3ccc(OC)c(OC)c3)C1=CCC(C)(C)C2
    x, 32.6, 7.6
[5] Nc1ccn([C@@H]2O[C@H](C(=O)N[C@H](Cc3ccccc3)C(=O)NCC(F)(F)F)[C@@H](O)[C@H]2O)c(=O)n1
    x, -15.5, 1.7
[6] COC(=O)[C@@]12C[C@@H](CC(=O)NCCc3ccccc3OC)C(=O)N(Cc3ccc4c(c3)OCO4)C1=CCC(C)(C)C2
    x, 51.0*, 60.9*
[7] CN1CCCCC(NC(=O)c2cccc(C(F)(F)F)c2)C1=O (configuration not stated)
    x, 7.4, 0.0
[8] CCCCCCCCCCCCNC[C@@H]1CSCCS(=O)(=O)N1
    x, -14.0, 9.2
[9] CCCCCCC12C(=Cc3cc4c(cc31)OCCO4)c1cc(OC)c(OC)cc1C(CC(=O)NCc1ccccc1)N2C(=O)OC (configuration not stated)
    x, -21.4, -0.3
[10] Cc1cc(Br)cn2c(Cc3cccc(Cl)c3)c(C3CCCCC3)nc12
    x, -11.3, -1.0
[11] Cn1cc([C@]2(O)C(=O)Nc3ccc(F)cc32)c2ccccc21
    x, -29.2, 7.0
[12] O=C(C[C@H]1CC[C@@H]2[C@H](COC[C@H](O)CN2Cc2cccc(F)c2)O1)NCc1cccc(F)c1
    x, -0.8, 0.3
[13] Cc1ccc(NC(=O)N2CC(C)OC(C)C2)cc1[N+](=O)[O-] (configuration not stated)
    x, 9.4, 12.4
[14] CC(C)(C)NC(=O)C(c1cc2ccccc2o1)n1c(=O)c(-c2ccco2)nc2ccccc21 (configuration not stated)
    x, -12.0, 12.3
[15] COc1cccc2[nH]c(-c3ccccn3)nc12
    x, -7.3, 3.0
[16] C[C@@H]1ON(C)[C@H]2C[C@H]3c4[nH]c5cccc(-c6ccc7c(c6)OCO7)c5c4CCN3C(=O)[C@@H]12
    x, 55.6*, 9.0
[17] O=C(NCc1ccccc1)C1C(c2ccc3c(c2)OCO3)=Nc2ccccc2N1C(=O)c1ccco1 (configuration not stated)
    x, -16.5, -0.9
[18] O=C1CCC(NC(=O)Cc2ccccc2)C(=O)N1 (configuration not stated)
    x, 1.7, -0.1
[19] O=C(N[C@H](Cc1ccccc1)C(=O)NCCCN1CCCC1=O)[C@H]1O[C@@H](n2ccc(=O)[nH]c2=O)[C@H](O)[C@@H]1O
    x, 8.9, 0.6
[20] Cc1[nH]c2ccccc2c1CC(=O)Nc1ccc(Oc2cccnc2)cc1
    x, 10.3, -0.4
[21] COC(=O)[C@]12CCCCC=C1N(Cc1ccc3c(c1)OCO3)C(=O)[C@H](CC(=O)NCCCCc1ccccc1)C2
    x, 23.2, 1.1
[22] CCNC(=O)N(C)[C@H]1C[C@H]2c3[nH]c4c(-c5ccc6c(c5)OCO6)cccc4c3CCN2C(=O)[C@H]1[C@H](C)O
    x, 4.1, 7.2
[23] Cc1ccc(S(=O)(=O)NCc2ccc3c(c2)OCO3)cc1
    x, -17.8, -0.1
[24] C=CCN1C(=O)c2n[nH]c(COC)c2C1c1ccc(C)cc1 (configuration not stated)
    x, -22.9, 0.1
[25] O=C1Nc2ccccc2-n2nnnc2C1N1CCN(c2cccc(C(F)(F)F)n2)CC1 (configuration not stated)
    x, 7.8, 11.0
[26] CCOC(=O)C1=C(C)N(CCCC(=O)NCc2ccc3c(c2)OCO3)C(=O)NC1c1ccc(Br)cc1 (configuration not stated)
    -17.4, 47.8, 9.4
[27] Clc1ccc(C2[C@H]3CN(Cc4cccnc4)[C@H](c4ccccc4)C34CC2(c2ccccc2)C4)cn1 (some centres not stated)
    -19.3, 6.0, 5.2
[28] O=C(CC1Sc2ncnn2C1=O)Nc1ccc(Cl)cc1 (configuration not stated)
    -1.7, -11.2, -0.9
[29] Cn1c(=O)c(C(=O)COC(=O)c2cc(C3CC3)nc3ccccc23)c(N)n(Cc2ccccc2)c1=O
    -1.4, -4.0, 3.5
[30] COc1ccc(C2=NOC(C(=O)NCc3cccs3)C2)cc1OC (configuration not stated)
    4.6, -8.9, 12.0
[31] CCN(Cc1cc2ccccc2[nH]c1=O)C(=O)c1cccc([N+](=O)[O-])c1
    -24.3, 3.2, -1.2
[32] Nc1nc(=S)n(-c2ccccc2)[nH]1
    2.3, -12.9, 1.3
[33] COC(=O)c1cc(NC(=O)C2CCCN(S(=O)(=O)c3c(C)n[nH]c3C)C2)cc(C(=O)OC)c1 (configuration not stated)
    -9.8, -24.4, 0.5
[34] CCCCCCN(C(=O)CCCCCN1C(=O)NC(c2ccc(-c3ccccc3)cc2)C(C(=O)OCc2ccccc2)=C1C)C(C(=O)NCCCC)c1ccc(OCC(=O)OC)c(C(=O)OC)c1 (configuration not stated)
    -19.7, 6.4, 2.5
[35] CC1=C(C(=O)OCc2ccccc2)C(c2ccc(Cl)cc2)NC(=O)N1CCCC(=O)O (configuration not stated)
    4.6, 4.4, 1.8
[36] Cc1cc(NC(=O)CSc2ccc(-c3ccc4c(c3)OCO4)nn2)no1
    -0.2, -25.3, -1.0
[37] CCOC(=O)C1=C(C)N=C2c3ccccc3C(=O)C2C1c1ccc(Br)cc1 (configuration not stated)
    -1.7, -8.0, -1.2
[38] COC(=O)CCC(=O)OC1(C)C(=O)C2=CN(C(CO)CO)C(c3ccc(OC)cc3)=CC2=C(Br)C1=O (configuration not stated)
    -5.6, -0.6, 4.7
[39] Cc1cc(C(=O)CCl)c(C)n1CCc1ccccc1
    -21.6, 47.4, 64.5*
[40] O=c1[nH]c(CSc2nc3ccccc3s2)nc2cc(Cl)ccc12
    -7.0, -18.6, -1.8
[41] CC(C)CN1CCC(=O)N([C@H](CO)c2ccccc2)CC1
    -10.6, -3.4, 18.3
[42] CC1=NNC(=O)C1CCC(=O)N/N=C/c1ccc(C)cc1 (configuration not stated)
    -5.3, -42.3, 1.5
[43] COc1ccc2cc3c(N)c(C(=O)N4CCCC4)sc3nc2c1
    -11.1, -9.9, 2.0
[44] COc1ccc(N2CCN(C(=O)c3ccc4c(c3)[nH]c(=S)n3c5ccccc5nc43)CC2)cc1
    -11.2, -2.0, 1.3
[45] CN1Cc2sc(NC(=S)NC(=O)c3ccccc3)c(C#N)c2CC1(C)C
    34.0*, 9.8, 13.2
[46] COc1ccc(C2CC(c3cccs3)=NN2c2ccc(C=O)cc2)cc1 (configuration not stated)
    28.9, 46.3, 20.9
[47] COc1ccc2nc(Sc3c([N+](=O)[O-])nc(C)n3Cc3ccccc3)[nH]c2c1
    -14.9, 12.3, 1.2
[48] CCOC(=O)CN1C(=O)N[C@@H](CCc2ccccc2)C(C(C)=O)=C1C
    -5.7, 3.1, 3.8
[49] CCc1ccc(-c2nn(-c3ccccc3)cc2CSC(=N)N)cc1
    8.8, 48.5, 99.3*
[50] COc1ccc(OC)c(-n2c(=S)[nH]c3cc(C(=O)NCCCN4CCCC4=O)ccc3c2=O)c1
    4.6, -1.1, 5.6
[51] CCCCn1c(=N)n(CC(=O)c2ccc([N+](=O)[O-])cc2)c2ccccc21
    -11.4, 1.8, 4.0
[52] NC(=O)CC1NC(=O)c2cc([N+](=O)[O-])cc(I)c2OCCC(C(N)=O)NC(=O)[C@@H]2CCCN2C1=O (some centres not stated)
    -11.1, 0.9, -0.4
[53] CN(C)CCCNCC(=O)NN(c1ccccc1)c1ccccc1
    -6.2, -27.1, 3.4
[54] O=c1oc2ccc([N+](=O)[O-])cc2c(N2CCOCC2)c1[N+](=O)[O-]
    -4.6, -3.3, 24.4
[55] O=C1c2ccccc2C(=O)C1C1=Nc2ccccc2NC(c2ccccc2)C1 (configuration not stated)
    -25.0, 3.8, -1.3
[56] Cn1c(=O)c2c(nc(CN3CCN(c4ccccc4)CC3)n2CCCc2ccccc2)n(C)c1=O
    -18.3, -11.6, 16.5
[57] Cc1c(NC(=O)C(C)OC(=O)c2cccc(S(=O)(=O)N3CCOCC3)c2)c(=O)n(-c2ccccc2)n1C (configuration not stated)
    4.6, -14.3, 4.2
[58] CC1(C)O[C@H]2OC([C@H](O)CON3C(=O)c4ccccc4C3=O)[C@H](O)[C@H]2O1 (some centres not stated)
    0.2, 3.7, 12.1
[59] CCOC(=O)c1ccc(NC(=O)c2c(NCc3ccccc3)[nH]c(=O)[nH]c2=O)cc1
    -11.1, 7.3, 4.4
[60] COc1ccccc1Oc1c(C)oc2c(CN3CCN(CCO)CC3)c(O)ccc2c1=O
    6.1, -8.9, 0.6

Next part
The line under a structure holds: CHO parental Ca, TAAR1 antagonist, TAAR1 ag
[61] CCOC(=O)N1CCN(Cc2cc(Cl)c3cccnc3c2O)CC1
    -14.7, 2.8, 7.2
[62] CC(OC(=O)c1ccc2ncsc2c1)C(=O)N1CCCC1 (configuration not stated)
    -2.8, -17.2, 10.3
[63] COC(=O)c1cn(NC(=O)/C=C/c2cccc(OC)c2OC)c(=O)c2ccccc12
    2.7, 3.8, -0.6
[64] Cc1cc(C)n(-c2nc(NCC3CCCO3)c3c4c(sc3n2)COC(C)(C)C4)n1 (configuration not stated)
    -16.2, 13.1, 7.0
[65] Cc1ccc(S(=O)(=O)N2CCC(=O)N(CCOC(=O)NCc3ccccc3)CC2)cc1
    -18.3, 1.5, 13.9
[66] C[C@@H]1C=CC(=O)O[C@@H]1c1ccc(Cl)cc1
    -6.9, -17.7, 13.0
[67] Cc1cc(C)cc(NC(=O)CSc2ncc(S(=O)(=O)c3ccccc3)c(=O)[nH]2)c1
    -3.8, -0.8, -1.1
[68] COc1ccc(CCC(=O)Nc2sccc2C#N)cc1
    -22.1, 13.4, 1.7
[69] S=C(NCC1CCCO1)n1nnc2ccccc21 (configuration not stated)
    -4.5, -11.2, 3.8
[70] COc1nccnc1NS(=O)(=O)c1ccc(N=Cc2c(C)[nH]n(-c3ccc(Cl)cc3)c2=O)cc1
    -8.5, 10.1, -0.8
[71] CCN1CCCC1CN(Cc1cc2cc(C)cc(C)c2[nH]c1=O)C(=O)Nc1ccccc1OC (configuration not stated)
    -24.4, -3.4, 0.8
[72] CCn1c(CNC(=O)c2ccccc2F)nnc1SCc1nc2ccccc2c(=O)[nH]1
    -10.1, -7.6, 3.6
[73] COc1ccc(C(=O)NC(=S)NNC(=O)c2cccc(C)c2)cc1
    23.9, 104.0*, 169.8*
[74] C[N+]1(CC(=O)NNc2c3ccccc3nc3ccccc23)CCOCC1
    -4.2, -31.4, -0.2
[75] CC1(NC(=O)CC[N+](C)(C)CCO)CS(=O)(=O)CC1S(=O)(=O)[O-] (configuration not stated)
    -6.3, -9.0, 1.1
[76] CC(=O)Nc1cccc(NC(=O)c2oc3ccccc3c2C)c1
    -8.4, 24.3, 19.3
[77] Cc1ccc(C(=O)NNC(=O)CSc2nnc(CNc3ccc(F)cc3)n2C)cc1
    -9.3, 1.1, 1.7
[78] O=[N+]([O-])c1ccc(NCCc2ccccc2)c(Br)c1
    -11.5, -2.8, 30.0
[79] CCOc1cc(C(=O)N2CCc3cc(OC)c(OC)cc3C2)ccc1OC(F)F
    -18.9, -21.9, 3.1
[80] CC(=O)c1cccc(OCC(=O)N(C)CC(=O)Nc2ccc(F)cc2)c1
    -13.6, -24.0, 4.5
[81] O=C1N[C@@H](Cc2ccccc2)C(=O)N2[C@@H]1C[C@]1(Br)c3ccccc3N(S(=O)(=O)c3ccccc3)[C@H]21
    -19.3, -11.7, 9.7
[82] COc1ccc(OC)c(CC(NC(C)=O)C(=O)NC2CCN(c3cc(C)nc4ncnn34)CC2)c1 (configuration not stated)
    31.5*, 7.0, 3.8
[83] COc1cccc(-n2c(N)c(C#N)c3ccc([N+](=O)[O-])cc3c2=O)c1
    -8.0, -12.6, 5.7
